HTT cytoprotect: cytoprotection in Huntington HTT-Q103 PC12 cell model. PC12 HTT-Q103 induced, cytoprotection, ATP luminescence, 40 h. Potency, µM (series often up to 56.4 µM), for inactives: cytoprotection (ATP increase), usual class: activators. 0.14% of 230,000 active. AID 1471;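 note: % of control where 0% means no effect; nearly all actives have a fitted effect of over 45% in size; toxic huntingtin expression switched on by the ecdysone agonist tebufenozide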
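Compounds were screened for protection of PC12 cells against cell death after tebufenozide induction (100 nM final) of mutant Huntingtin exon 1 (Q103) fused to GFP.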
Tau ThT inhib: tau fibrillization inhibition (ThT binding). P10636. recombinant tau K18 P301L, heparin-induced fibrillization, ThT fluorescence. Potency, µM (series often up to 57.4 µM), without a hit: at the highest dose activity, negative = inhibition, actives largely listed as inhibitors. 2.1% of 270,000 active; note: % is set by controls: 0 for no effect and ±100 for the full control effect; nearly all actives have a fitted effect of over 55% in size
Target sequence (P10636 561-689 P618L limits assumed): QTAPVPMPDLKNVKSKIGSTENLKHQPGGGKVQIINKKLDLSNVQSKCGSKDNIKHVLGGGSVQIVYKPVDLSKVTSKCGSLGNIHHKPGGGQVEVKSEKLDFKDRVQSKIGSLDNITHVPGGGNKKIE
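In this qHTS, human K18 P301L tau is incubated with compound and heparin for 6 hr at 37 C, and Thioflavin T fluorescence then reports fibril load.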
KDM4E inh: JMJD2E (human) inhibition | B2RXH2 | JMJD2E catalytic domain, FDH-coupled NADH fluorescence (FDH is formaldehyde dehydrogenase) | Potency, µM (doses to about 57.1 µM), inactives show at the highest dose activity change, negative = inhibition, most hits filed as inhibitors | 1.6% of 230,000 active | AID 2147; active = well fitted inhibition curve with a large enough effect, not every such curve was filed as active; inconclusive = small, poorly fitted or top-dose-only effect, or another doubt; inactive = no such curve, though single readings can be large or run the other way;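 note: 0% = wells with enzyme and -100% = buffer wells without enzyme; nearly all actives have a fitted effect of over 50% in size; many of its hits are not listed in these tables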
Target sequence (B2RXH2 1-337 limits assumed): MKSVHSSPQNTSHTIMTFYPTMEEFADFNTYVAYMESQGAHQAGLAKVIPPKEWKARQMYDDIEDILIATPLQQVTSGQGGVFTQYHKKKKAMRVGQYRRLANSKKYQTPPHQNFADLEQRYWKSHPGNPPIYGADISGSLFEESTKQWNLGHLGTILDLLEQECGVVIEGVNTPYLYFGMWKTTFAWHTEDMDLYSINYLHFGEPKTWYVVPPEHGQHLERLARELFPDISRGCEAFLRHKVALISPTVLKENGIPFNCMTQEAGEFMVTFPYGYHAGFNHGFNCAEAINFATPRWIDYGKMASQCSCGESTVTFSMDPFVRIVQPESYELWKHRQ
SMN2 splice up: increases expression of the SMN2 splice variant; HEK293 SMN2-luciferase splicing reporter, luminescence, 30-36 h; Potency, µM (top dose mostly 46.1 µM), inactives show at the top dose activity change, positive = activation, hits mostly activators; 2.8% of 210,000 active; AID 1458; note: % of control where 0% means no effect; nearly all actives have a fitted effect of over 55% in size
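HEK293 cells carry an SMN2 minigene-luciferase reporter in which exon 7 inclusion puts luciferase in frame. Cells were seeded at 2000 cells/well, attached for 10-12 hours, then exposed to compounds for 30-36 hours at 37C before ONE-Glo luminescence.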
Tau fluor cs: counter-screen for tau fibril formation inhibitors; tau K18 P301L Alexa594 fluorescence, heparin fibrillization; Potency, µM (top dose mostly 57.7 µM), inactives show top-dose activity change, negative = decrease; 0.93% of 280,000 active; AID 1463; note: % is set by controls: 0 for no effect and ±100 for the full control effect; nearly all actives have a fitted effect of over 55% in size
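Human tau K18 P301L (15 uM unlabeled, 0.24 uM Alexa 594-labeled) in 100 mM sodium acetate pH 7 with 20 uM heparin, 6 hr at 37 C. ThT 30 uM added, 1 hr ambient; Alexa 594 FP and total fluorescence read at 555/632 nm.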
ALDH1A1 inh: inhibitors of human aldehyde dehydrogenase 1A1; P00352; Purified ALDH1A1, NADH fluorescence, propionaldehyde substrate; Potency, µM (titrated, usually from 75.3 µM), for the others: top-dose activity, negative = inhibition, actives largely listed as inhibitors; 7.3% of 220,000 active; active = well fitted inhibition curve with a large enough effect, not every such curve was filed as active; inconclusive = small, poorly fitted or top-dose-only effect, or another doubt; inactive = no such curve, though single readings can be large or run the other way;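 note: plate controls were no enzyme wells and a reference inhibitor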
Target sequence (P00352 whole entry, looked up): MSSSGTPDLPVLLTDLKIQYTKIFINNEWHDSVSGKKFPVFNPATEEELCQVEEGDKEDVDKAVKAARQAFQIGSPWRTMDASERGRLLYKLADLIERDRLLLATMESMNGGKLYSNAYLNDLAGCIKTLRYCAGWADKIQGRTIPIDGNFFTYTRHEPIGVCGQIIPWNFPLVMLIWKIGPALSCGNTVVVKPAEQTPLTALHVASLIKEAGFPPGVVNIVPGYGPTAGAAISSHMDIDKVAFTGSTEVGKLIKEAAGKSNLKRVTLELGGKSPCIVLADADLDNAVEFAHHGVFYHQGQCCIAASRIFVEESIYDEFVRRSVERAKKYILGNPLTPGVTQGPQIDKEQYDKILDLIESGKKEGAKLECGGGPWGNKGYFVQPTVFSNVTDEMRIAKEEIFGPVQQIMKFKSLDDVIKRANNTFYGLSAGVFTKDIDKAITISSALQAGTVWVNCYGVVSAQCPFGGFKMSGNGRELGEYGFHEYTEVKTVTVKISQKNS
HttQ103 aggreg: reduces HttQ103-GFP aggregates in PC12 cells; PC12 HttQ103-GFP aggregates, Acumen cytometry, 40 h; Potency, µM (doses to about 46.1 µM), for the others: top-dose activity change, negative = inhibition, usual class: inhibitors; 1.1% of 220,000 active; note: % is set by controls: 0 for no effect and ±100 for the full control effect; nearly all actives have a fitted effect of over 60% in size
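PC12 cells with ecdysone-inducible HTT exon1 Q103-GFP, induced by 100 nM tebufenozide, given compounds in a concentration series. GFP aggregates (1–25 um, 6 SD above background) counted in lysates by laser-scanning cytometry, 488 nm excitation.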
Tau fibril FP: inhibitors of human tau fibril formation. 0.39% of 280,000 active. P10636. K18 P301L tau heparin fibrillization, Alexa594 FP, 6 h. Potency, µM (top dose mostly 57.7 µM), without a hit: top-dose activity, negative = inhibition, actives largely listed as inhibitors; note: % is set by controls: 0 for no effect and ±100 for the full control effect; nearly all actives have a fitted effect of over 55% in size
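FP of Alexa 594-tau after heparin (20 uM) induction. Substrate: human K18 P301L, 15 uM unlabeled, 0.24 uM labeled. Buffer 100 mM sodium acetate pH 7. 6 hr, 37 C.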
An asterisk follows results filed as active; ? = inconclusive; / = no result given; & = joins results of further samples; [ ] = dose if it differs, or a comment. Unless noted, calls come from the whole dose curve; as a rule, active = well fitted curve in the direction sought with a large enough effect; inconclusive = small, poorly fitted or top-dose-only effect, or another doubt; inactive = no such curve, though single readings can be large; an effect the other way counts as inactive or inconclusive. Potency is the fitted concentration of half-maximal effect. Not all compounds are listed; rates above refer to the full screens.

SMILES | HTT cytoprotect | Tau ThT inhib | KDM4E inh | SMN2 splice up | Tau fluor cs | ALDH1A1 inh | HttQ103 aggreg | Tau fibril FP
CCCCC[C@H](O)/C=C/[C@@H]1[C@@H](C/C=C\CCCC(=O)O)[C@@H](O)C[C@@H]1O | -11%&7% | -11%&-7% | 1% | 1%&5% | -6%&-9% | ? | / | -5%&-2%
O=C(CSc1ccc2c(c1)OCCO2)Nc1ccc(N2CCOCC2)cc1 | -26% | ? | 2% | -2% | -15% | -1% | 9% | 3%
O=C(NCc1ccco1)c1ccccc1-c1nc(-c2ccc(F)cc2)no1 | -5%[10 µM] | -15% | 0% | / | -14% | ? | -12%[9.22 µM] | -7%
CCCCCCCC1=CC2=C(Cl)C(=O)C(C)(OC(C)=O)C(=O)C2=CO1 (stereo unspecified) | -73%[inhibitor] | ? | -10% | -4% | -27% | -1% | / | -3%
CS(=O)(=O)N1CCC(C(=O)N2CCN(c3cccc(Cl)c3)CC2)CC1 | -27% | -12% | 9% | -27% | -14% | ? | -17% | 2%
COc1ccc2nc(N3CCOCC3)cc(C)c2c1 | -53%[inhibitor] | -17% | ? | 11µM* | -13% | ? | 15% | -6%
N#CC1=C(N)NC(SCc2ccc(Br)cc2)=C(C#N)C12CCCCC2 | 17%[10 µM] | -19% | 15% | -33%[inhibitor] | 10µM*[quencher] | ? | ? | -12%
O=C(NCCCc1nc2ccccc2n1Cc1ccc(Cl)cc1)c1ccco1 | / | -9% | / | -42%[inhibitor] | -5% | / | / | 1%
CN1CCN(C2CC(=O)N(CCc3ccccc3)C2=O)CC1 (stereo unspecified) | 10%[10 µM] | 1% | 7% | / | 2% | / | 0%[9.22 µM] | -12%
CCn1nc(NC(=O)c2cccs2)c2cc3ccccc3nc21 | -26% | -12% | ? | -5% | -29% | -13% | -26% | -5%

Structures above with a halogen (five):
SMILES | HTT cytoprotect | Tau ThT inhib | KDM4E inh | SMN2 splice up | Tau fluor cs | ALDH1A1 inh | HttQ103 aggreg | Tau fibril FP
O=C(NCc1ccco1)c1ccccc1-c1nc(-c2ccc(F)cc2)no1 | -5%[10 µM] | -15% | 0% | / | -14% | ? | -12%[9.22 µM] | -7%
CCCCCCCC1=CC2=C(Cl)C(=O)C(C)(OC(C)=O)C(=O)C2=CO1 (stereo unspecified) | -73%[inhibitor] | ? | -10% | -4% | -27% | -1% | / | -3%
CS(=O)(=O)N1CCC(C(=O)N2CCN(c3cccc(Cl)c3)CC2)CC1 | -27% | -12% | 9% | -27% | -14% | ? | -17% | 2%
N#CC1=C(N)NC(SCc2ccc(Br)cc2)=C(C#N)C12CCCCC2 | 17%[10 µM] | -19% | 15% | -33%[inhibitor] | 10µM*[quencher] | ? | ? | -12%
O=C(NCCCc1nc2ccccc2n1Cc1ccc(Cl)cc1)c1ccco1 | / | -9% | / | -42%[inhibitor] | -5% | / | / | 1%

(cont.)
SMILES | HTT cytoprotect | Tau ThT inhib | KDM4E inh | SMN2 splice up | Tau fluor cs | ALDH1A1 inh | HttQ103 aggreg | Tau fibril FP
O=C(CSc1nc2ccccc2s1)NC1CCCC1 | -11%[10 µM] | / | -9% | / | 6%[0.0958 µM] | / | 7%[9.22 µM] | -3%[0.0958 µM]
CC(=O)Nc1ccc(S(=O)(=O)NNC(=O)c2cccc3ccccc23)cc1 | -18% | -7% | -4% | -25% | -3% | 15% | 4% | 2%
Cc1ccc2c(O)c(C)c(=O)[nH]c2n1 | 0%[10 µM] | -4% | ? | / | -7% | 4% | -1%[9.22 µM] | 4%
CC1=C(C(=O)Nc2ccccc2)C(c2ccco2)C(C#N)=C(SCc2ccccc2)N1 (stereo unspecified) | 3% | -21% | ? | 20% | ? | ? | -25% | ?
Cc1ccc(-c2nnc(SCc3nc(N)nc(Nc4ccccc4C)n3)n2N)cc1 | -10% | -16% | -6% | 21% | -2% | -12% | 1% | 1%
Cc1cccc(N(C)C(=O)Cn2c(=O)oc3cc(S(=O)(=O)N4CCCCC4)ccc32)c1 | / | -16% | / | -3% | -25% | / | / | 6%
CC1Cc2ccccc2N1C(=O)CCNS(=O)(=O)c1ccc2c(c1)CCC(=O)N2 (stereo unspecified) | 3% | -4% | 0% | -12% | 0% | 16µM* | 1% | -5%
COc1ccccc1OCC(=O)Nc1cccc(-c2nc3ccccc3o2)c1 | -96%[inhibitor][0.074 µM] | -10% | -5% | 6% | -19% | -10% | -15% | -7%
C[C@H](NC(=O)OC(C)(C)C)c1nnc(SCC(=O)Nc2ccc(Br)cc2)o1 | -10%[0.074 µM] | -5% | 2% | -8% | -18% | 6% | -5% | -8%
CNC(=S)Nc1cccc(C(=O)O)c1 | 1%[10 µM] | 8% | 7% | 9% | 11% | 9% | 7% | 2%
C=CCn1c(COc2ccc(Cl)cc2)nnc1SCC(=O)N/N=C/c1ccccc1 | 12% | 5% | -5% | 14% | -1% | -2% | 0% | 0%
CC1(C)Oc2ccc3ccc(=O)oc3c2/C(=C/NC2CCCCC2)C1=O | -7%[1.9 µM] | -16% | -20% | -35%[inhibitor] | -26% | ? | -19% | 2%
Cc1cc2cc(CNC(=O)c3ccc4c(c3)OCO4)ccc2n1C | 10%[10 µM] | -11% | -4% | -9% | -13% | -12% | -24% | -1%
Cc1c(-c2ccccc2)nc2ccccc2c1C(=O)Oc1ccc([N+](=O)[O-])cc1 | -45%[inhibitor] | ? | 1% | 6% | -22% | -1% | -5% | 8%
O=C(CCC(=O)c1ccc(F)cc1)Nc1cccc(C(F)(F)F)c1 | 11%[0.074 µM] | 0% | 3% | -2% | -13% | 4% | 1% | 2%
COc1ccc(-c2c(=O)n(OCc3nc4ccccc4[nH]3)c3ccccc3[n+]2[O-])cc1 | 14%[10 µM] | -8% | -7% | / | -1% | / | 8%[9.22 µM] | -12%
O=C(Nc1cccc(O)c1)c1ccccc1[N+](=O)[O-] | -24% | -4% | 7% | / | -3% | -8% | -15% | 1%
CCCCC/C=C\C/C=C\CCCCCCCCCC(=O)O | 27% | -10%&-10% | 1% | -2%&2% | -2%&-13% | 6%&16% | / | -5%&-4%
COc1cccc(CNC(=O)CCC2CCCN(Cc3ccc4c(c3)CCO4)C2)c1 (stereo unspecified) | 5%[10 µM] | 0% | -16% | / | 1% | / | 21%[9.22 µM] | -2%
COc1ccc(CCNC(=O)CCn2c(=O)oc3ccccc32)cc1OC | 26%[10 µM] | -1% | -4% | 9% | 0% | -1% | 12% | 2%
CC(=O)N1CCc2cc(S(=O)(=O)NC(CC(C)C)C(=O)N3CCc4ccccc4C3)ccc21 (stereo unspecified) | -32% | 2% | 5% | -22% | -3% | ? | 19% | 4%
O=C(NCc1ccccn1)C(=O)Nc1nc(-c2ccccc2)cs1 | 5%[10 µM] | 0% | 3% | / | 13% | / | 8%[9.22 µM] | 7%
Cc1c(C(=O)N2CCCCC2)oc2ccc(S(=O)(=O)N3CC(C)CC(C)C3)cc12 (stereo unspecified) | -53%[inhibitor] | ? | -5% | / | ? | 3% | -20% | 20µM*
CCN(C(=O)c1ccccc1)c1ccc([N+](=O)[O-])cc1 | / | -3% | 0% | -1% | 6% | 5µM* | -8% | 0%
CN1CCN(C(CC(=O)Nc2cccc(O)c2)C(=O)O)CC1 (stereo unspecified) | -19% | 3% | -5% | / | -8% | 12% | -5% | ?
Cc1oc2ccc(O)c(CN3CCOCC3)c2c1C(C)O (stereo unspecified) | 0%[1.9 µM] | -11% | -10% | -24% | -3% | 7.1µM* | 3% | 3%
Brc1c(-c2ccc3c(c2)OCO3)nc2ncccn12 | -45%[inhibitor] | -15% | ? | / | -1% | -8% | 9% | 10%
CCCCn1c(=N)n(CC(O)c2ccccc2)c2ccccc21 (stereo unspecified) | 17%[10 µM] | / | 6% | / | 4% | / | -16%[9.22 µM] | 0%
CC1=C(C(=O)Nc2ccc(C)cc2C)C(c2ccc([N+](=O)[O-])cc2)n2ncnc2N1 (stereo unspecified) | -15% | 2% | 0% | -16% | 3% | 4% | 4% | 2%
CC(C)c1nnc(NC(=O)C2CCCN2C(=O)Nc2ccccc2F)s1 (stereo unspecified) | 2%[10 µM] | 3% | 8% | -11% | -3% | 5% | 5%[9.22 µM] | 8%
CCOc1cc(NC(=O)c2cccs2)c(OCC)cc1NC(=O)c1ccco1 | -30% | -17% | -1% | -7% | -12% | ? | 4% | 9%
O=C1c2ccccc2S(=O)(=O)N1Cc1nnc(-c2ccccc2Br)o1 | -6%[10 µM] | -9% | -2% | -6% | -10% | ? | 20% | -2%
c1ccc2c(c1)CCCn1nnnc1-2 | 13% | 5% | 7% | -11% | 4% | -1% | 11% | 8%
O=C(Nc1cccc(F)c1)c1ccc2c(c1)N(Cc1ccccc1)C(=O)c1ccccc1S2(=O)=O | / | 5% | / | -7% | ? | / | / | 14µM*
CC1Cc2ccccc2N1C(=O)c1ccnc(C(C)(C)C)c1 (stereo unspecified) | -2%[0.074 µM] | -8% | 1% | -72%[inhibitor] | -6% | ? | ? | 6%
Cc1ccc2nc(-c3ccc(NC(=O)CN4CCN(C(=O)c5ccco5)CC4)cc3)sc2c1 | -6%[10 µM] | -8% | ? | ? | -11% | ? | 2% | -4%
CCCC(=O)Nc1nnc(SCC(=O)Nc2ccc3c(c2)OCO3)s1 | -5%[10 µM] | -2% | 2% | 6% | -3% | -3% | -5% | -4%
O=C(Nc1ccc(O)cc1)c1cc2ccccc2c(=O)s1 | -20%[10 µM] | ? | -1% | / | ? | -5% | -28%[9.22 µM] | 4%
Cc1cc(-n2cc(Br)c(=O)[nH]c2=O)nc(-c2ccccc2)n1 | -10%[10 µM] | / | 7% | / | -27% | / | -22%[9.22 µM] | 0%
CCOc1cc2c(cc1OC)C(NC(=O)C(F)(F)F)CC2=O (stereo unspecified) | 17%[10 µM] | -6% | ? | -3% | -6% | -3% | 4% | 5%
O=C(CCCCn1c(=O)[nH]c2ccsc2c1=O)N1CCN(c2cccc(Cl)c2)CC1 | / | ? | / | -53%[inhibitor] | -26% | / | / | 5%

Bioassay records deposited in PubChem BioAssay by National Center for Advancing Translational Sciences (NCATS).
